Assay outcomes (PubChem)
FLuc stim CS – affects firefly luciferase, flagging false hits in luciferase stimulation screens. P08659. ATPlite luciferase biochemical, luminescence, 10 min; 0 = ATP-free wells, 1 = DMSO control. activation factor at 10 µM. 200,000 tested, under 10 active. AID 1027;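 active means luciferase activation factor, scaled between plate controls, of at least 2 with compound at 10 µM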
Target sequence (P08659 whole entry, looked up): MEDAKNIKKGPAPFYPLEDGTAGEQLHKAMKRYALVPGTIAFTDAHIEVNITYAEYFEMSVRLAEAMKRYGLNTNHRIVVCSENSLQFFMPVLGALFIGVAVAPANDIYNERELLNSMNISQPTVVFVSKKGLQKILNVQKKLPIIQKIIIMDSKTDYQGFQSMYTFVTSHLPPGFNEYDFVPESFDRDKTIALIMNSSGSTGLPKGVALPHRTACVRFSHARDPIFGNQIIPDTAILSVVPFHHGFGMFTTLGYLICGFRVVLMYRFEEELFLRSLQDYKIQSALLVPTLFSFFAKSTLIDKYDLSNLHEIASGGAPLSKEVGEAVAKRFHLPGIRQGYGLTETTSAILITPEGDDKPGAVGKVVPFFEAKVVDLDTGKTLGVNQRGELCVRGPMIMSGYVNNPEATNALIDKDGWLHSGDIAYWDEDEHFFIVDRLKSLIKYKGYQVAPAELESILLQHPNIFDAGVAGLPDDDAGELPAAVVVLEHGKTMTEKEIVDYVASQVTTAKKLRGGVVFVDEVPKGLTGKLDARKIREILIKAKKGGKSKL
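Assay system – cell-free luciferase reagent · Medium – PBS-based ATP solution · Dosing – test compounds dosed from 2 mM stocks in 100% DMSO · Timing – 10 min, room temperature · Technique – light output (luminescence) · Measure – luminescence gain marking luciferase activators · Controls – No-ATP low control, compound-free enzyme-plus-ATP high control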
NF-kB neuron act – raises NF-kB expression in human neuronal cells; fold change at 12.5 µM; hit rate 1.6% among 190,000; NF-kB reporter expression; stronger effect = higher value; in the data active means fold change above about 3.3
FLuc inhib CS – Photinus pyralis luciferase inhibition counter-screen; ATPLite firefly luciferase biochemical luminescence, 10 min; inhibition, % at 10 µM; hit rate 1.5% among 200,000; P08659;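 active means inhibition above about 50% when tested at 10 µM, limit read from the data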
APP 5'UTR act – activates APP 5'UTR luciferase reporter. activation, % at 2 µM. hit rate 1% among 190,000. AID 1276. SH-SY5Y APP 5'UTR luciferase reporter, luminescence; zero percent = DMSO vehicle wells;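 active means activation above a set limit, based on mean plus 3 SD of controls, cut at about 140% in these data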; further: values of inactives mirror those of a sister screen read the other way
STAT3 act – activators of IL-6 induced STAT3 signaling | U3A cells, IL-6 STAT3-luciferase reporter, luminescence; 100% = signal with IL-6 EC80 alone | activation (% of control), % at 5.6 µM | hit rate 0.91% among 190,000 | AID 871;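 active means activation above the screen-wide mean of compound activation plus 3 SD, cut at about 130% in these data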;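 further: 0% = background luminescence of wells with medium and substrate only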
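Assay system – human STAT1-deficient U3A cells with stable STAT3-luciferase reporter · Also added – IL-6 (33 ng/mL) · Schedule – compound 1 h, then IL-6 6 h at 37 °C · Technique – reporter luminescence signal · Evaluation – % activation versus median of IL-6-stimulated wells · Benchmarks – IL-6-only wells as 100% reference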
STAT1 activator – activators of IFN-gamma induced STAT1 signaling; hit rate 2.6% among 200,000; activation (% of control), % at 5.5 µM; NIH 3T3 STAT1-luciferase reporter, luminescence; 100% = IFN-gamma alone, no compound;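 active means activation above the screen-wide mean activation plus 3 SD, cut at about 130% in these data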;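 further: raw ratio to IFN-gamma control signal so 100% means no change and 0% no light; values of inactives mirror those of a sister screen read the other way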
ROMK primary – human ROMK K+ channel modulation, primary screen; B-score at 10 µM; Tet-inducible ROMK, thallium flux fluorescence; actives lie on both sides; P48048; AID 1918; hit rate 2% among 130,000;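 active means signal ratio slope over the read window, or its plate-corrected B-score, at least 3 SD from the plate mean, either direction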;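 further: B-score of the F/F0 ratio slope over 7 to 12 s after thallium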
Target sequence (P48048 whole entry, looked up): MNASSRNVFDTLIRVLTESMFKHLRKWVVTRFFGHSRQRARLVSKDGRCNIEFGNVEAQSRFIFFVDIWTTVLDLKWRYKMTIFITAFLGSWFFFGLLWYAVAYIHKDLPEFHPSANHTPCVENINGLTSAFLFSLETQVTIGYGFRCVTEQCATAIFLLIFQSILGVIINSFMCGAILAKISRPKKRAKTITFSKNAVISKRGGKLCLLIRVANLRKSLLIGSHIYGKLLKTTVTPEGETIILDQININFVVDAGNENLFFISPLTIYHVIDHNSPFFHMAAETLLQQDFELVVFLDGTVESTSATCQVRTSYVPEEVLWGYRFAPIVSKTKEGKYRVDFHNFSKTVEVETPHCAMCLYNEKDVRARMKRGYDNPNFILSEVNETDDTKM
APP 5UTR inh – APP translation inhibition; inhibition, % at 2 µM; SH-SY5Y APP 5'UTR-luciferase reporter, luminescence; hit rate 0.82% among 190,000;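 active means inhibition above a set limit, derived from the sample mean plus 3 SD, cut at about 45% in these data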; further: values of inactives mirror those of a sister screen read the other way
STAT3 blocker – reduces IL-6 driven STAT3 reporter signal. U3A cells, IL-6 STAT3-luciferase reporter, luminescence; host cell line lacks STAT1. inhibition, % at 5.5 µM. hit rate 0.89% among 190,000;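 active means inhibition above the mean inhibition across all screened compounds plus 3 SD, cut at about 44% in these data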;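 further: 0% = DMSO only wells and 100% = 100 µM nifuroxazide control wells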
STAT1 inh – inhibitors of IFN-gamma induced STAT1 signaling; NIH 3T3 STAT1-luciferase reporter, luminescence; inhibition, % at 5.5 µM; hit rate 0.35% among 200,000;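 active means inhibition above a set limit, the mean inhibition across all tested compounds plus 3 SD, cut at about 34% in these data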;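 further: 0% = IFN-gamma with DMSO and 100% = IFN-gamma with 300 µM nifuroxazide; values of inactives mirror those of a sister screen read the other way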
* marks the source's active call; other numbers are inactive results; x = not tested or not shown.

SMILES	FLuc stim CS	NF-kB neuron act	FLuc inhib CS	APP 5'UTR act	STAT3 act	STAT1 activator	ROMK primary	APP 5UTR inh	STAT3 blocker	STAT1 inh
CC(=O)Nc1ccc2oc(-c3ccccc3Br)nc2c1	0.7	7.3*	28	162*	65	122	1.5	-162	48*	-24
Cc1ccc2cccc(NC(=O)c3ccc(Br)o3)c2n1	1	1.2	-1	1	106	107	x	-1	-4	-8
Cc1noc(C)c1S(=O)(=O)N1CCN(C(c2ccccc2)c2ccc(Cl)cc2)CC1 (stereo unspecified)	1	0.98	-3	13	96	100	x	-13	11	1
COc1ccc2nc(SCC(=O)Nc3nccs3)[nH]c2c1	1	1.2	0	3	92	107	x	-3	15	-10
O=C(O)CSC1c2ccccc2C(=O)N1Cc1ccccc1 (stereo unspecified)	1	1.1	-1	10	101	94	x	-10	2	7
NC(=S)N=Nc1c(O)n(C2OC(=O)c3ccccc32)c2ccccc12 (stereo unspecified)	1	1.2	3	12	83	97	x	-12	27	1
Cc1sc(NC(=O)c2ccccc2F)c(CN2CCCCC2C)c1C (stereo unspecified)	1	1.7	-5	49	108	137*	-0.025	-49	-4	-42
Fc1ccc(CNc2nc3ccccc3n3nnnc23)cc1	1.1	0.63	-8	13	109	108	x	-13	-2	-9
COc1cccc(CNC(=O)C2(C)Oc3ccccc3NC2=O)c1 (stereo unspecified)	1	1.2	-4	21	104	95	x	-21	-4	6
COc1ccc(S(=O)(=O)NC2CC3CCC2C3)cc1Cl (stereo unspecified)	1.1	1.1	-7	6	109	98	x	-6	-8	2
C/C(CC(=O)N(C(C)C)C(C)C)=N\NC(=O)COc1ccc(Cl)cc1Cl	1	1.3	-5	-4	110	93	-1.2	4	-10	6
N=c1c(C(=O)NCc2ccc(F)cc2)cc2c(=O)n3ccccc3nc2n1Cc1ccco1	1	0.88	-4	28	99	102	x	-28	6	-1
Cc1cc(C)c(NC(=O)C2CCCN2CCC(C)C)c(C)c1 (stereo unspecified)	1.1	1.2	-6	2	98	93	-0.011	-2	6	7
COc1ccc(/C=C/c2c([N+](=O)[O-])c(=O)n(C)c(=O)n2C)cc1	1.1	1	-7	-11	94	92	-0.38	11	17	8
Cc1sc2nc(CN3CCCC3)nc(N3CCN(S(=O)(=O)c4cccs4)CC3)c2c1C	1.1	1	-8	-5	101	98	-2.5*	5	3	2
c1ccc(C2(Cn3ccc4ccccc43)OCCO2)cc1	1.1	1.1	-9	18	97	94	x	-18	7	6
CCCCOc1ccc(C2=NNC(=O)CC2)cc1	1	0.86	0	25	97	116	-0.23	-25	4	-18
Cc1ccc(C)c(N2CCN(C(=O)c3cccn4c(=O)c5sccc5nc34)CC2)c1	1.1	0.92	-7	-8	107	93	-0.92	8	0	6
CC(C)CCN1CC(C(=O)NCCC2=CCCCC2)CC1=O (stereo unspecified)	1.1	1.4	-8	7	112	105	-0.034	-8	-12	-6
CCc1ccc(-c2ccc(SCC(=O)Nc3nnc(C)s3)nn2)cc1	0.1	3	85*	85	85	119	-0.1	-85	23	-22

ROMK primary, entries above that show a hit
SMILES,FLuc stim CS,NF-kB neuron act,APP 5'UTR act,STAT3 act,STAT1 activator,ROMK primary,APP 5UTR inh,STAT1 inh
Cc1sc2nc(CN3CCCC3)nc(N3CCN(S(=O)(=O)c4cccs4)CC3)c2c1C,1.1,1,-5,101,98,-2.5*,5,2

Remaining list, next part:
SMILES	FLuc stim CS	NF-kB neuron act	FLuc inhib CS	APP 5'UTR act	STAT3 act	STAT1 activator	ROMK primary	APP 5UTR inh	STAT3 blocker	STAT1 inh
COc1ccc(C2=NN(CN3C(=O)C(=O)c4ccccc43)C(c3ccc(C)cc3)C2)cc1 (stereo unspecified)	1.1	1.4	-10	6	91	112	0.58	-6	11	-29
Cc1cc2c(c(SCC(=O)Nc3ccc(C)c(C)c3)n1)C(=O)OC2	1	1.1	-3	-4	91	112	-1.4	4	17	-14
O=c1[nH]c2cc(Br)cnc2nc1/C=C(\O)c1ccc(F)cc1	1	1.5	0	11	86	107	x	-11	19	-8
COc1ccc(/C=C(\C#N)c2nc3ccc(C)cc3[nH]2)cc1Oc1ccc(C(F)(F)F)cc1[N+](=O)[O-]	1.1	1.5	-7	1	89	104	x	-1	18	-5
COc1ccccc1/C=C/CN1CCN(Cc2ccc(F)cc2)C(CCO)C1 (stereo unspecified)	1.1	0.7	-9	-3	106	99	-1.2	3	5	0
O=C(CNC(=S)N(Cc1ccccc1)Cc1cccs1)NCc1ccc(F)cc1	1.1	1.1	-5	3	105	99	-0.56	-3	2	1
O=C1CC(c2ccsc2)c2ccc3ccccc3c2N1 (stereo unspecified)	1	1.3	-5	-1	95	107	-0.42	1	8	-9
COc1cc(NC(=O)c2ccc3c(c2)OCO3)ccc1NC(=O)c1cccs1	0.9	0.64	8	0	79	101	x	0	27	-3
CCOc1cc(C)c(S(=O)(=O)NC2CC(C)(C)NC(C)(C)C2)cc1C	1	1.2	-2	13	98	114	-3.5*	-13	11	-18
COc1cc(OC)c(C2C(C(=O)Nc3ccccc3)=C(C)Nc3ncnn32)cc1OC (stereo unspecified)	1.1	1.2	-9	-1	106	101	0.77	1	-6	-1
COC(=O)c1ccccc1NC(=O)NCc1ccccn1	1.1	1.1	-7	-2	103	101	x	2	0	-1
CCCCOC(=O)Nc1ccccc1C(N)=O	1	1.6	-1	12	98	97	x	-12	9	5
CCOC(=O)c1ccc(NC(=O)CN2C(=O)C(=O)N(CC(C)C)C2=O)cc1	1	0.98	-5	5	103	94	x	-5	4	7
Cc1sc2nc(CSCC(=O)NC(C)(C)C)[nH]c(=O)c2c1C	1	0.79	-2	3	101	103	-0.13	-3	0	-4
Cc1ccc2nc(SCC(=O)N3CCN(C(=O)c4ccco4)CC3)[nH]c2c1	1	1.1	2	-7	120	120	0.043	7	-26	-22
CC(C)c1ccc(N(CC(=O)NCCSCc2ccco2)S(C)(=O)=O)cc1	1	1.2	-4	-4	98	101	-1.3	4	4	-1
Cc1[nH]c2c(C(=O)N3CCCC(CCC(=O)NCc4ccccc4F)C3)cccc2c1C (stereo unspecified)	1	1.6	-4	17	99	94	-0.51	-17	4	5
COc1ccc(/C=C/C(=O)N2CCNC(=O)C2)c(OC)c1	1	1	1	17	107	113	0.038	-17	-7	-17
C/C(=N\O)C(=O)NCCN(C)C	1	1.2	-4	-18	76	104	0.3	18	31	-5
O=C(NC(=S)Nc1ccc(NC(=O)c2cccs2)cc1)c1ccc([N+](=O)[O-])cc1	1.1	1.1	-10	2	107	105	x	-2	-9	-6
O=C(NC1CCCCC1)C1CCN(S(=O)(=O)c2cccc3cccnc23)CC1	1	1.2	-2	-13	106	99	x	12	-2	1
CCOc1ccc(CC2S/C(=N/c3ccccn3)NC2=O)cc1 (stereo unspecified)	1.1	1.1	-8	-15	96	105	-0.33	15	7	-5
CCN1CCN(C(=S)Nc2ccc([N+](=O)[O-])cc2)CC1	1	1.1	2	16	104	105	x	-16	3	-5
CCOc1cc(NC(=O)C2CC2)c(OCC)cc1NC(=O)CCn1nnc2ccccc21	1	0.87	0	-2	110	106	0.46	2	-8	-7
C/C=C/c1ccc(OCCCCNCc2ccco2)c(OC)c1	1	1.2	-3	2	95	101	-1.5	-2	7	-2
Cc1ccc(CS/C(Nc2ccccc2C)=C(\C#N)C(N)=O)c(C)c1	1	1.4	-2	7	101	100	0.39	-7	-3	0
Cc1cc(Sc2nc(N)ncc2[N+](=O)[O-])ncn1	1	0.83	-4	11	106	88	0.014	-11	-6	10
CCC(=O)N1CCN(c2ccc(NC(=O)c3ccc(Br)o3)cc2)CC1	1	1.4	-5	11	74	96	0.16	-11	32	4
CCOc1ccc(C2C(C(=O)C3CC3)N3C=C(C#N)C=CC3C2(C#N)C#N)cc1 (stereo unspecified)	1.1	0.79	-8	14	106	95	-0.76	-14	1	6
Cc1nn(Cc2ccc(C(=O)N3N=C(C(F)F)CC3(O)C(F)F)cc2)c(C)c1[N+](=O)[O-] (stereo unspecified)	1	0.81	-4	13	100	91	x	-13	5	10
Cc1ccc(Nc2nc(NCCCN3CCOCC3)nc(N)c2[N+](=O)[O-])cc1C	1.1	1.1	-9	-19	85	103	x	19	20	-3
CCn1c(=NC(=O)CSC(C)=O)sc2cc(F)ccc21	1	1.6	2	-29	103	91	-0.39	29	-3	5
CCc1cccc(NC(=O)CN(C)S(=O)(=O)c2cccs2)c1	1	1.4	-4	7	99	109	0.71	-7	3	-11
COc1cccc(NC(=S)N(CCCN2CCCC2)Cc2cccn2Cc2ccc(Cl)cc2)c1	1.1	0.86	-8	12	108	91	-0.17	-12	3	9
O=C(O)C1=C[C@H](c2csc3ccccc23)C[C@H](OCCCCO)O1	1	1.1	0	-10	x	106	x	10	x	-5
O=C(CSc1ncc(C(=O)O)n1-c1ccc(F)cc1)NCc1ccc2c(c1)OCO2	1.1	1.3	-5	15	100	109	-0.04	-15	4	-10
CC(=O)C1=C(C)N(Cc2ccccc2)C(=O)N[C@H]1CCc1ccccc1	1	0.83	-5	-8	96	95	-0.77	8	2	5
COC(=O)c1sccc1-c1ccc(C(=O)Nc2cccc(Cl)c2)o1	1	1.5	0	20	114	104	x	-20	-17	-4
Cc1cc(N2CCOCC2)nc2ccc(NC(=S)N3CCCCC3C)cc12 (stereo unspecified)	1	1.3	-2	27	96	112	-0.49	-26	10	-12
c1cnc(N2CCN(c3cnccn3)CC2)nc1	1.1	1.1	-6	-14	89	100	-2	14	20	-2
Cc1nnc(SCC(=O)N(Cc2ccccc2)C(C)(C)C)[nH]c1=O	1.1	1	-6	6	96	90	0.48	-6	6	10
Cc1cc(C)n(Cc2ccc(C(=O)Nc3cccc(Br)c3)o2)n1	1	0.92	-2	7	104	102	-0.31	-7	-4	-2
Cc1cc(C)cc(NC(=S)NC2CC3CCC(C2)N3Cc2ccco2)c1 (stereo unspecified)	1.1	0.87	-6	-3	96	98	x	3	9	2
Cc1ccc(C#N)c(SCc2nnc(-c3ccc(Cl)cc3)o2)n1	0.4	0.34	60*	30	72	122	x	-30	34	-25
COc1ccc(CN2C(=O)CCC2(C)C(=O)NC2CCCCC2)c(OC)c1 (stereo unspecified)	1.1	1.1	-6	-5	97	101	-0.7	5	4	-1
C[C@H]1CC[C@H]2C(=O)N3[C@H](c4cccc(N5CCCC5=O)c4)[C@@H](C)CC[C@H]3C(=O)N2[C@@H]1c1cccc(N2CCCC2=O)c1	1	0.69	-3	2	86	94	0.55	-2	14	6
CC(C)(C)c1cc(C(=O)O)n[nH]1	1	0.89	-5	-5	96	110	1.7	5	11	-11
CC1CN(C(=O)CN2C(=O)c3ccccc3S2(=O)=O)CC(C)O1 (stereo unspecified)	1.1	1.1	-8	-4	95	102	0.82	4	12	-2

Looked up by structure from the list above (2):
SMILES	FLuc stim CS	NF-kB neuron act	FLuc inhib CS	APP 5'UTR act	STAT3 act	STAT1 activator	ROMK primary	APP 5UTR inh	STAT3 blocker	STAT1 inh
COc1ccc(CN2C(=O)CCC2(C)C(=O)NC2CCCCC2)c(OC)c1 (stereo unspecified)	1.1	1.1	-6	-5	97	101	-0.7	5	4	-1
CC(C)(C)c1cc(C(=O)O)n[nH]1	1	0.89	-5	-5	96	110	1.7	5	11	-11
